# Bioassay records (PubChem)
# NPYLR7 agonist = agonists of mosquito NPYLR7 receptor, primary screen, cell-based, Aedes aegypti, calcium fluorescence, mosquito biting behavior; AID 1259423, 2018; 0.15% of 270,000 active; activation, % at 10 µM; Aedes aegypti neuropeptide Y-like receptor 7 (NPYLR7); HEK293T NPYLR7/Galpha15, GCaMP6s calcium fluorescence; in the data active = activation above about 40%;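 note: 0% = vehicle and 100% = reference agonist at the receptor; some compounds past the cut are filed as inactive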
# hcGAS lum = Primary biochemical luminescence assay for human cyclic GMP-AMP synthase inhibitors | 0.081% of 290,000 active | inhibition, % at 12.5 µM | recombinant h-cGAS, ATP depletion, Kinase-Glo luminescence | Q8N884;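 note: 0% = vehicle reaction and 100% = reaction without DNA for no activity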
# Target sequence (Q8N884 whole entry, looked up): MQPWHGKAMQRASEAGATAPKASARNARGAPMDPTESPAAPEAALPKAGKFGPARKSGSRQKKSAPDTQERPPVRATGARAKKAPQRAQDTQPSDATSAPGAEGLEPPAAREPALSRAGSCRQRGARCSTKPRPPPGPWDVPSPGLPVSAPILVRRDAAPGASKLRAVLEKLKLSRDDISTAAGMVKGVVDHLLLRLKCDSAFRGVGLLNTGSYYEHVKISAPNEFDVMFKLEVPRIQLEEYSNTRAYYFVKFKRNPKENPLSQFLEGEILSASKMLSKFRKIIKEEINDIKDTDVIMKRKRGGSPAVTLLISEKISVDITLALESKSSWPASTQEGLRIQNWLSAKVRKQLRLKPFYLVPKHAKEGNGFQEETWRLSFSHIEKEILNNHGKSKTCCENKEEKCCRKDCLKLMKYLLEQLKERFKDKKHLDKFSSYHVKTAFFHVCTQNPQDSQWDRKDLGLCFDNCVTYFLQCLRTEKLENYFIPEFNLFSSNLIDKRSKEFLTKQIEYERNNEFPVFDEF
# mcGAS lum = cyclic GMP-AMP synthase inhibitors, mouse, primary biochemical chemiluminescence. recombinant cGAS, Kinase-Glo ATP depletion luminescence. inhibition, % at 12.5 µM. 0.15% of 160,000 active. AID 1259399, 2018;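 note: 0% = negative control wells and 100% = reference inhibitor with no enzyme activity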
# * hit, by the source's call; nt = no result given. Cut-off read from the data, not from the text of the source, unless noted: active = inhibition above about 40%; inactive = the rest.
SMILES,NPYLR7 agonist,hcGAS lum,mcGAS lum
CSCCC(NC(=O)COc1ccccc1)C(=O)N1CCCC(C)C1 (stereo not drawn),2,-5,nt
CC1(C(=O)Nc2cccc3cccnc23)CCN1Cc1csc2ccccc12 (stereo not drawn),-7,-9,nt
CCOC(=O)c1cc(-c2cccc(NC(=O)c3ccc(OC)c(OC)c3)c2)n(-c2cccc(C)c2)n1,6,-6,-7
COc1ccc(NC(=O)N2CCN(c3nc(-c4cccc(C)c4)nc(C)c3C)CC2)c(OC)c1,-5,-9,-4
CCC(Nc1cccc(OC)c1)C(=O)NCc1cc(=O)[nH]cn1 (stereo not drawn),10,-5,nt
C=CCN(Cc1nccn1Cc1ccc(C(F)(F)F)cc1)C(=O)c1cccc(F)c1,23,-5,-5
COc1ccccc1-n1ncc2c(C)nnc(SCC(=O)Nc3ccc(C(N)=O)cc3)c21,-8,-7,-12
COc1ccccc1-c1cc(C(=O)N2CCC(O)(c3ccccc3)C2)[nH]n1 (stereo not drawn),10,-5,-12
CCN(CC(=O)Nc1cc(-c2ccccc2)nn1-c1ccc(Cl)cc1)S(=O)(=O)c1ccc2ccccc2c1,-1,-8,-6
CCC(O)CN(Cc1c(-c2ccccc2)noc1N1CCCCC1)CC1CC1 (stereo not drawn),2,0,-5
CN1CCN(C2=C(Cl)C(=O)N(C3CCCCC3)C2=O)CC1,nt,-6,-2
CCOc1ccccc1N1CCN(c2nc(Cc3cccc(OC)c3)ns2)CC1,9,-8,-4
CNC(=O)Cc1ccc(NC(=O)C=C2CCC(C)CC2)cc1 (stereo not drawn),-2,-6,-15
CC1(C(=O)O)CCCN1C(=O)c1cccc(C(F)(F)F)c1 (stereo not drawn),-3,-17,nt
Cc1ccc(Cl)c(Oc2cc(Cl)ncn2)c1,10,-5,nt
COc1cc(-c2nnc(SC(C)C(=O)c3ccc(Br)cc3)o2)cc(OC)c1OC (stereo not drawn),0,-7,nt
CC(C)(C)n1nc2c(c1NC(=O)c1ccc(S(=O)(=O)N3CCCC3)cc1)CSC2,-4,-5,-8
CC(=O)c1ccc(NC(=O)c2cc3cc(Br)ccc3oc2=O)cc1,6,-6,-5
O=C(C1CCC(=O)N(C2CCCCCC2)C1)N1CCN(C2CCCC2)C(=O)C1 (stereo not drawn),2,-9,nt
COc1cc(/C=N\Nc2nc(Nc3ccccc3)nc(-n3nc(C)cc3C)n2)cc(OC)c1OC,-3,-4,nt
N#Cc1c(-c2ccco2)cc2nc3ccccc3n2c1N,-3,-7,-6
COc1ncccc1-c1ccc(O)c(C(C)=O)c1,-4,-11,nt
COCc1noc(C2CCCCN2CC(=O)N2CCCCC2)n1 (stereo not drawn),nt,-10,-3
COc1ccc(C(=O)Nc2ccc(C3SCC(=O)N3c3ccc(C)c(F)c3)cc2)cc1 (stereo not drawn),4,-6,-8
CC(COc1ccc(F)cc1F)NC(=O)CSCc1cccnc1 (stereo not drawn),-4,4,nt
Cc1ccc(CN(CCc2ccccc2)C(=O)CN(CC2CCCO2)C(=O)c2cccc(Br)c2)o1 (stereo not drawn),nt,-5,-1
O=C1CCC2(CCCO2)CCN1CCCn1cccc1 (stereo not drawn),2,-5,nt
CN(CCCSc1ccccc1)Cc1ccc(C(F)(F)F)nc1,-2,-3,-22
Cc1cccc(C)c1N1C(=O)CC(N2CCN(Cc3ccc(Cl)s3)CC2)C1=O (stereo not drawn),0,0,-7
Cc1ccc(SCC(=O)N(C)Cc2nc3ccccc3c(=O)[nH]2)cc1C,27,-13,nt

# Entries above that have bromine, in the order listed:
SMILES,NPYLR7 agonist,hcGAS lum,mcGAS lum
COc1cc(-c2nnc(SC(C)C(=O)c3ccc(Br)cc3)o2)cc(OC)c1OC (stereo not drawn),0,-7,nt
CC(=O)c1ccc(NC(=O)c2cc3cc(Br)ccc3oc2=O)cc1,6,-6,-5
Cc1ccc(CN(CCc2ccccc2)C(=O)CN(CC2CCCO2)C(=O)c2cccc(Br)c2)o1 (stereo not drawn),nt,-5,-1

# The listing continues.
SMILES,NPYLR7 agonist,hcGAS lum,mcGAS lum
COc1ccccc1N1C(=O)C2C3C=CC(C3)C2C1=O (stereo not drawn),1,-2,-4
CCc1[nH]c(C(=O)OCC(=O)NC(C)(C)C)c(C)c1C(=O)OC,2,4,nt
CC(C)C1c2[nH]c3ccccc3c2CCN1C(=O)c1cn(CC2CCCCC2)nn1 (stereo not drawn),4,-7,-9
CCSC1=NC(C)=C(C(C)=O)C(c2ccc(C)o2)C1C#N (stereo not drawn),0,-5,-5
O=C(NCc1ccccn1)Nc1ccc(Cl)c(C(F)(F)F)c1,5,-3,-3
O=C(Cn1ccc(C(F)(F)F)n1)Nc1ccnn1C1CCCCC1,5,-9,nt
COc1ccccc1/C=C1\SC(=S)N(CC(=O)Nc2nnc(C)s2)C1=O,-7,4,0
COc1cc2c(cc1OC)CN(S(=O)(=O)c1ccc(OC)c(N3CCN(S(=O)(=O)c4cccc(C(F)(F)F)c4)CC3)c1)CC2,0,-9,-9
O=C(NCCCN1CCCC1=O)C(C1CCCC1)N1CCN(C(=O)c2ccc(Cl)cc2Cl)CC1 (stereo not drawn),-1,-3,nt
CNC(=O)Cn1cc(NC(=O)c2ccc(CN3CC=CC3)cc2)cn1,1,1,nt
COc1ccc(NC(=O)Cn2nc(C)c3cnn(-c4ccccc4C)c3c2=O)c(OC)c1,-5,1,nt
COCCCN(CC(=O)N1CCc2sccc2C1c1ccc(Cl)cc1)C(=O)c1ccccc1Br (stereo not drawn),-16,1,0
O=C(Nc1c[nH]c2ccccc12)NC1CCCCCC1,0,-5,-11
Cc1cccc(Cn2cccc2CN(Cc2ccc([N+](=O)[O-])cc2)C2CC2)c1,19,-9,-6
COCC(C)n1c(C)cc(C=C(C#N)C(=O)O)c1C (stereo not drawn),3,-5,nt
Cc1oncc1C(=O)N1CCC(C(=O)Nc2cccc(C(C)C)c2)CC1,-1,3,-1
CC(=O)N[C@H]1C[C@@H](c2ccc(-n3cccn3)cc2C)O[C@@H](C(C)(C)C)C1,3,-4,nt
CCNC(=O)Cn1c(CO)cnc1SCc1ccccc1Cl,2,4,nt
Cc1ccn2cc(-c3ccc(NS(=O)(=O)c4ccc(-c5ccccc5)cc4)cc3)nc2n1,4,-7,nt
O=C(Nc1ccc(N2CCCCC2)cc1)c1cc(-c2cccnc2)on1,10,-4,nt
CCNC(=O)Cn1c(CO)cnc1SCC(=O)Nc1cccc(C)c1C,6,-2,-7
NC1=NN(c2c(Cl)cc(Cl)cc2Cl)C(=O)C1,-6,-2,-5
CCOc1cc2oc(C)c(-c3cnn(-c4ccccc4)c3)c(=O)c2cc1CC,0,-5,-4
CC(C)COC(=NC1CCCc2ccccc21)NC(=O)c1cccc(C(F)(F)F)c1 (stereo not drawn),-2,2,-3
C=c1occc1=C1NN=C(SCc2nc3ccccc3o2)O1,1,-6,nt
Cc1ccc(-n2c(SCc3cccc(C(F)(F)F)c3)nnc2-c2ccc(F)cc2)cc1,nt,-6,-9
COc1cc2c(cc1C(F)(F)F)N(C(=O)Nc1cc(F)cc(-c3cccnc3)c1)CC2,-5,0,-2
O=C(CN1C(=O)CSc2ccccc21)Nc1ccc(N2CCCC2=O)cc1,10,-11,nt
C=C(C)Cn1c(=O)c2c(nc3n2CCCN3Cc2ccccc2)n(C)c1=O,6,-2,nt
CNc1ccc(-c2ccc(CC#N)cc2)cn1,1,-17,nt
Cc1ccc(C2(O)CCN(CC(=O)N3C[C@@H](C)O[C@@H](C)C3)CC2)nc1,-5,-3,nt
CCOC(=O)N1CCN(C(c2ccccc2F)c2c(O)cc(C)n(CCOC)c2=O)CC1 (stereo not drawn),11,-9,nt
Cc1oc2nc[nH]c(=O)c2c1C(=O)OC(C)C(=O)NC1CCCCC1 (stereo not drawn),-1,-6,nt
Cc1nc2ccc(NS(=O)(=O)c3ccc(Cl)cc3)cc2o1,7,-3,-1
CCN(C(=O)C(C)S(=O)Cc1ccccc1F)c1ccccc1 (stereo not drawn),9,-9,nt
CS(=O)(=O)N(c1ccc([N+](=O)[O-])cc1)S(C)(=O)=O,-5,-6,nt
Cc1oc(C(=O)N2CCN(Cc3cccs3)CC2)cc1S(=O)(=O)N1CCCC1,7,-8,nt
O=C(NCC1CCCO1)c1coc(CN(CCN2CCOCC2)Cc2ccc(F)cc2)n1 (stereo not drawn),5,0,-5
c1ccc(OCCn2cnc(-c3ccccc3)c2-c2ncc[nH]2)cc1,9,-3,-11
CC(=O)Oc1c(-c2ccc(NC(=O)Cc3ccccc3)cc2)c(C(C)C)nn1-c1cccc(C)c1,-5,-1,-3
COc1ccc(-n2nnc(C(=O)OCc3ccccc3Cl)c2C)cc1,6,-6,-7
CCOc1ccc(N2C(=O)CSC2c2ccc(NC(=O)c3ccc(Cl)cc3)cc2)cc1 (stereo not drawn),nt,5,1
Cc1ccc2occ(CN3[C@@H]4CC[C@H]3CNC(=O)C4)c(=O)c2c1,7,-8,-17
Oc1ccccc1-c1nc2ccccn2c1NC1CCCCC1,4,-3,-7
COc1ccccc1-c1coc2c(CN3CCCCC3C)c(O)ccc2c1=O (stereo not drawn),-1,-3,-4
COCCNC(=O)c1ccc(CSc2nnc(-c3ccncc3)n2-c2ccc(F)cc2)cc1,5,-9,-6
C/C=C/C(=O)NCc1cccc(-c2ncc(-c3ccc(F)cc3)[nH]2)c1,4,-2,-4
Cc1ccc(CNC(=O)c2nnn(CC(=O)Nc3ccc(C)c(C)c3)c2N)cc1,-9,-5,-5
O=C(CNS(=O)(=O)c1cccs1)N1C[C@@H]2CC[C@H](C1)N(CC1CC1)C2,nt,-13,-5
C[C@H](N)c1nnc2c(Cl)cc(C(F)(F)F)cn12,-1,-1,-3

# Next section
SMILES,NPYLR7 agonist,hcGAS lum,mcGAS lum
CCOC(=O)c1[nH]ncc1-c1[nH]cnc1-c1ccccc1,14,-9,-11
CCNC(=O)c1csc(Nc2ccc(OC(F)F)cc2)n1,11,-9,nt
COc1ccc(C(=O)Cc2cc(OC)c(OC)cc2C(=O)c2ccccc2F)cc1OC,-7,-4,nt
CCC(CC)C(=O)N1CC2=CC(C)(C)COc3ccc(OC)c(c32)C1,-2,2,0
COc1ccccc1-n1cc(C(C)n2cc3ncccc3c2O)cn1 (stereo not drawn),-1,4,-2
O=C(CC1CCCC1)NCCOc1ccc(-c2ccc(F)cc2)nn1,2,-8,-2
CCCCC(=O)N(C)c1c(C)nc2ccc(C(=O)N3CCN(C(C)=O)CC3)cn12,9,-4,-1
CC(C)(C)c1ccc(-c2nnc(NC(=O)c3ccco3)s2)cc1,-3,-3,-4
OC(COCc1ccccc1)CN(Cc1c(-c2ccccc2)noc1N1CCCC1)CC1CCCO1 (stereo not drawn),10,-8,-5
CCCCc1ccc(-n2c(C)c(C)n3c4c(=O)n(CCN5CCOCC5)c(=O)n(C)c4nc23)cc1,14,-10,nt
CCCCCc1ccc(C(=O)NCc2nnc(SCc3ccccc3)n2-c2ccc([N+](=O)[O-])cc2)cc1,-1,-3,-3
Cc1noc(C)c1NC(=O)c1ccc(OC(F)(F)F)cc1,-10,-11,nt
O=c1oc2ccccc2cc1-c1nnc(-c2cccc(Cl)c2)o1,-1,-1,-4
Cc1cc(C)cc(NC(=O)C2CC(O)CN2C(=O)Oc2ccccc2)c1 (stereo not drawn),16,-11,nt
Cc1nc(C2(NC(=O)C3CC3c3ccccc3Cl)CCCCC2)no1 (stereo not drawn),0,-6,nt
Cc1c(C#N)c(NC(=O)CSc2nnnn2C2CC2)n(CC2CCCO2)c1C (stereo not drawn),9,-5,nt
Cc1cccc(Oc2cc(N3CCN(c4ccccc4)CC3)ncn2)c1,-5,0,-4
CC1=C(C(=O)OC(C)C)C(c2ccc(Cl)cc2)NC(=O)N1C (stereo not drawn),3,6,4
CNS(=O)(=O)c1ccc(F)cc1,-7,-3,nt
CNC(=S)N1CCn2cccc2C1c1ccc(F)cc1 (stereo not drawn),-5,1,1
Cc1cc2cc(CCNC(=O)C(C)(C)Oc3ccc(Cl)cc3)c(=O)[nH]c2cc1C,1,14,1
Cn1nnc2c(Nc3ccc(Nc4ccccc4)cc3)ncnc21,9,-10,nt
Cc1ccc(-n2nc3c(=S)[nH]nc(C)c3c2C)cc1,-5,-4,nt
CCCOCC1CCN(c2nccc(NC)n2)C1 (stereo not drawn),7,-3,nt
COc1cccc(CSc2nnc(-c3ccc(F)cc3)o2)c1,0,1,-3
O=[N+]([O-])c1ccc(C2=Nc3ccccc3SC2c2nc3ccccc3[nH]2)cc1 (stereo not drawn),10,-5,nt
CC1(C)CC(=O)C2=C(C1)OC(=N)C(C#N)C2c1ccccc1 (stereo not drawn),-24,5,-1

# Filtered by structure: those above with a CF3 group (11)
SMILES,NPYLR7 agonist,hcGAS lum,mcGAS lum
C=CCN(Cc1nccn1Cc1ccc(C(F)(F)F)cc1)C(=O)c1cccc(F)c1,23,-5,-5
CC1(C(=O)O)CCCN1C(=O)c1cccc(C(F)(F)F)c1 (stereo not drawn),-3,-17,nt
CN(CCCSc1ccccc1)Cc1ccc(C(F)(F)F)nc1,-2,-3,-22
O=C(NCc1ccccn1)Nc1ccc(Cl)c(C(F)(F)F)c1,5,-3,-3
O=C(Cn1ccc(C(F)(F)F)n1)Nc1ccnn1C1CCCCC1,5,-9,nt
COc1cc2c(cc1OC)CN(S(=O)(=O)c1ccc(OC)c(N3CCN(S(=O)(=O)c4cccc(C(F)(F)F)c4)CC3)c1)CC2,0,-9,-9
CC(C)COC(=NC1CCCc2ccccc21)NC(=O)c1cccc(C(F)(F)F)c1 (stereo not drawn),-2,2,-3
Cc1ccc(-n2c(SCc3cccc(C(F)(F)F)c3)nnc2-c2ccc(F)cc2)cc1,nt,-6,-9
COc1cc2c(cc1C(F)(F)F)N(C(=O)Nc1cc(F)cc(-c3cccnc3)c1)CC2,-5,0,-2
C[C@H](N)c1nnc2c(Cl)cc(C(F)(F)F)cn12,-1,-1,-3
Cc1noc(C)c1NC(=O)c1ccc(OC(F)(F)F)cc1,-10,-11,nt
